TRAIL sens C8 – sensitizes caspase-8 expressing cells to TRAIL; 360,000 tested, 1% active; inhibition (viability loss, TRAIL sensitization), % at 10 µM; AID 624354; NB7+C8 cells + TRAIL, ATPlite viability luminescence;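 active = compounds causing at least 50% loss of cell viability in the single-dose screen, relative to plate controls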
NCOA3 inh – inhibitors of human steroid receptor coactivator 3 (SRC3). inhibition, % at 3.6 µM. HEK293 GAL4-SRC3 luciferase reporter, luminescence. 360,000 tested, 0.17% active. Q9Y6Q9;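 active = inhibition above a per-campaign cutoff, the mean of all compounds plus 3 SD, cut at about 60% in these data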;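 note: 0% = DMSO-treated cells and 100% = gossypol-treated cells at 36 µM; higher means less SRC3-driven luciferase light from the GAL4 reporter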
LMP1 NFkB inh – reduces LMP1-driven NF-kappaB luciferase signal. AID 504558. inhibition, % at 12.5 µM. LMP1-induced NF-kappaB luciferase reporter cells, luminescence. 350,000 tested, 0.69% active; in the data active = inhibition above about 41%; inconclusive = no clear call, values can overlap the other calls;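 note: 0% = neutral control wells and 100% = reference inhibitor control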
NR5A2 inv ag – inverse agonists of human LRH-1 (NR5A2); O00482; inhibition, % at 3.6 µM; 360,000 tested, 0.13% active; HEK293T StAR-luciferase reporter, LRH-1 transfected, 24 h; AID 602396;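 active = inhibition above the mean inhibition of all tested compounds plus 3 SD, cut at about 73% in these data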;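 note: 0% = DMSO wells and 100% = reporter-only cells lacking LRH-1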
NOD2-RIPK2 inh – inhibitors of human NOD2-RIPK2 interaction; O43353; CHO BLA complementation NOD2-RIPK2, CCF4 ratio; inhibition, % at 4.98 µM; 360,000 tested, 0.38% active; AID 624267; in the data active = inhibition above about 21%;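 note: 0% = vehicle only and 100% = reference blocker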
NCOA2 inhibitor – inhibits human steroid receptor coactivator 2; AID 651957; inhibition, % at 9 µM; 370,000 tested, 0.17% active; HEK293 GAL4-SRC2 luciferase reporter, luminescence;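 active = inhibition above the mean inhibition of all tested compounds plus 3 SD, set per campaign, cut at about 52% in these data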;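 note: 0% = DMSO treated cells and 100% = cells given Gossypol at 36 µM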
COUP-TFII inh – inhibitors of human COUP-TFII (NR2F2); 370,000 tested, 0.7% active; inhibition, % at 8.6 µM; HEK293T NGFI-A luciferase reporter, luminescence;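 active = inhibition above a per-plate cutoff, mean inhibition of test wells between control levels plus 3 SD, cut at about 38% in these data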;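 note: cells cotransfected with COUP-TFII expression vector driving the NGFI-A reporter; 0% = median of COUP-TF2 test wells and 100% = reporter-only cells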
TROY NFkB inh – blocks TROY-dependent signaling in reporter cells | Q293 LMP1-TROYcd NF-kB luciferase reporter, 4 h | inhibition, % at 10 µM | 360,000 tested, 0.98% active | AID 1347056;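 active = compounds whose plate-normalised and pattern-corrected inhibition of the luciferase reporter signal at the single screening dose is 50% or more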
Vif imaging – inhibitors of HIV Vif. AID 602346. 340,000 tested, 0.35% active. inhibition, % at 7.49 µM. HEK293T cells, Vif self-association by quenched fluorescence, imaging, 24 h; in the data active = inhibition above about 50%, passing the limit was not always enough; inconclusive = no clear call, values can overlap the other calls; inactive = below about 31%; note: some results filed as inactive read as strong as hits
NCOA1 inh – inhibits human SRC1 coactivator | AID 588354 | inhibition, % at 3.6 µM | 360,000 tested, 0.12% active | Q15788 | HEK293 GAL4-SRC1 luciferase reporter, luminescence;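 active = inhibition above the campaign mean plus 3 SD, with each screening campaign given its own cutoff, cut at about 60% in these data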;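 note: 0% = DMSO treated cells and 100% = gossypol at 36 µM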
Target sequence (Q15788 whole entry, looked up, the tested form may be a part): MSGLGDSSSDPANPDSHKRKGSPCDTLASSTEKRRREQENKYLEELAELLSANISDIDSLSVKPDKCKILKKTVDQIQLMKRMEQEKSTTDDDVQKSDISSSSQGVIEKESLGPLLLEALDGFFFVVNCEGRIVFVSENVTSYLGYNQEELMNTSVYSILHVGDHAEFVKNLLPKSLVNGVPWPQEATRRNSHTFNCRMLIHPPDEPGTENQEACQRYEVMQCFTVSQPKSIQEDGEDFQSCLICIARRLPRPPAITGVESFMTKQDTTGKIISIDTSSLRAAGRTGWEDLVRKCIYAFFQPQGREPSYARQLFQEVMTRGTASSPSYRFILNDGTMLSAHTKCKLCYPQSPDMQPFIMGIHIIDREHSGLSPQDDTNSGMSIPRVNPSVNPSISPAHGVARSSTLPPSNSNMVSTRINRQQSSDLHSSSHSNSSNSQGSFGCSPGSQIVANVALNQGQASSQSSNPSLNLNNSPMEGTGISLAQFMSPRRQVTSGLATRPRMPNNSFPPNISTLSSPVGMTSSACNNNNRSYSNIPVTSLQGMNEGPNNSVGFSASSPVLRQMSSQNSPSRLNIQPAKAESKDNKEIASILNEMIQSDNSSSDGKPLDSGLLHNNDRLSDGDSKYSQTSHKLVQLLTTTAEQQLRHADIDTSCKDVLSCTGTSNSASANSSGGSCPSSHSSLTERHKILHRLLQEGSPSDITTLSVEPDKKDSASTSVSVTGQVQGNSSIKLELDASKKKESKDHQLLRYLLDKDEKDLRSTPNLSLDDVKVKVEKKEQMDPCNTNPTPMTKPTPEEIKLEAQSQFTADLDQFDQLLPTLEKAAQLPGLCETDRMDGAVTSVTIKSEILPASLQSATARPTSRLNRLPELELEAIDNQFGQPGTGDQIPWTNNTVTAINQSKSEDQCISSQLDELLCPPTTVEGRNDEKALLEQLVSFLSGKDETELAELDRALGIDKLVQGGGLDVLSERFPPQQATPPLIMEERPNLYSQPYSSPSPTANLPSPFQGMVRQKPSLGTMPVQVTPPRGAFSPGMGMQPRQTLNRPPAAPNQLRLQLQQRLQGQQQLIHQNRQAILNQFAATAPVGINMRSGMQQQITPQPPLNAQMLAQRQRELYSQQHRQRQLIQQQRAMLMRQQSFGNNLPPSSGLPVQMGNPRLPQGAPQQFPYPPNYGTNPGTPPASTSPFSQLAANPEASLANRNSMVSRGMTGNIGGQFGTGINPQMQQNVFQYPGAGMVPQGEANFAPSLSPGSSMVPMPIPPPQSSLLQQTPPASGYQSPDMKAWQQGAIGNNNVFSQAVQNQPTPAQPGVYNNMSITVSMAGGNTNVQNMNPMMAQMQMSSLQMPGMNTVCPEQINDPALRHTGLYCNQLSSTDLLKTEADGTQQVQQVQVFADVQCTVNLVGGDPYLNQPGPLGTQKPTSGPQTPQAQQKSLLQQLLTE
TLR9-MyD88 inh – blocks human TLR9 binding to MyD88 | Q9NR96+Q99836 | CHO BLA complementation TLR9-MyD88, CCF4 FRET ratio | inhibition, % at 4.98 µM | 340,000 tested, 0.21% active | AID 504734;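 active = inhibition above the mean over all tested compounds plus 3 SD, cut at about 21% in these data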;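 note: 0% = DMSO only wells and 100% = clavulanate BLA inhibitor control wells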
Numbers without * were called inactive; ? = inconclusive; . = not tested or not shown. An excerpt; count on the stated rates, not on these rows.

SMILES	TRAIL sens C8	NCOA3 inh	LMP1 NFkB inh	NR5A2 inv ag	NOD2-RIPK2 inh	NCOA2 inhibitor	COUP-TFII inh	TROY NFkB inh	Vif imaging	NCOA1 inh	TLR9-MyD88 inh
O=C1CC(N2CCC(Cc3ccccc3)CC2)C(=O)N1CCc1ccccc1 (stereo not drawn)	-19	12	-9	-10	4	-3	-6	0	0	12	5
CC(=O)N(c1ccccc1)c1nnc(-c2cnc(C)cn2)s1	13	-61	-10	-123	-13	-58	-28	-43	3	-72	-5
C=CCn1c(SCC(=O)NC2CCS(=O)(=O)C2)nnc1-c1ccncc1 (stereo not drawn)	-3	9	-5	-15	-4	7	-9	10	-1	-19	4
O=CNc1ccc(OC(=O)c2cncc(Br)c2)cc1	-17	6	-6	-9	-10	-28	-45	-10	0	17	6
Cc1c(CCC(=O)O)c(=O)n2c([nH]c3ccccc32)c1C#N	7	-3	-1	-6	-12	3	-12	3	7	-6	-2
COC(=O)CSc1nnc(-c2ccccc2O)n1-c1ccc(C)cc1	-1	-14	-7	18	5	-19	-8	-3	-1	-51	-2
CC(C)Nc1nc(NCCO)nc2ccccc12	-13	.	.	-20	-2	-4	-18	11	.	.	.
C=CCn1c(O)c(N=NC(=S)Nc2cccc(C)c2)c2ccccc21	24	25	?	11	-1	21	-3	-36	-6	-5	1
O=[N+]([O-])c1cccc(S(=O)(=O)N2CN(c3ccc(Br)cc3)c3nc4ccccc4nc32)c1	-11	0	-3	8	-16	10	-3	12	13	1	5
CCOc1ccccc1NC(=O)c1ccccc1N(C)S(=O)(=O)c1ccc(C)cc1	7	12	6	14	-12	-3	4	8	-6	19	1
CCOC(=O)/C(=N\Nc1ccccc1Cl)N1CCN(Cc2ccccc2)CC1	15	14	3	1	-6	-33	15	5	.	11	3
CCN(CC)S(=O)(=O)c1cccc(-c2nnc(SCC(=O)c3cc(C)n(C)c3C)o2)c1	6	5	13	-6	-11	-28	-9	-8	.	14	-3
CCOc1ccc(N(CC(=O)NCc2cccc(OC)c2)S(=O)(=O)c2c(C)noc2C)cc1	-1	1	-4	11	-5	-13	-1	7	-1	-20	-1
Cn1c(-n2c(-c3ccco3)nc3ccccc3c2=O)nc2ccccc21	45	19	-13	-16	-12	2	-15	-16	-6	15	-6
COCCCn1c(SCc2cc(=O)[nH]c3ccccc23)nnc1-c1ccco1	-5	13	-2	5	13	.	.	8	-1	-4	-10
O=C(c1cccc(-c2ccc(O)cc2)c1)N1CCOCC1	1	-12	-2	-27	-6	-9	1	-20	.	-19	8
Cc1ccc(-c2nn(-c3ccccc3)cc2/C=N/NC(=O)CSc2nnc(C)n2-c2ccccc2)cc1	9	-29	-25	-72	-5	-28	-25	-25	-1	-97	-4
Cc1ccc(OCC(=O)N2CCC(N3CCCCCC3)CC2)cc1	0	7	-9	-5	-9	9	0	5	.	5	3
CCOC(=O)[C@]12CCC=C1N(Cc1ccc3c(c1)OCO3)C(=O)[C@H](CC(=O)NCc1cccc3ccccc13)C2	3	.	.	11	-5	-9	-15	0	.	.	.
COc1ccc(-c2c[n+](CC(=O)c3ccccc3)c3n2CCCCC3)cc1	5	19	4	2	-5	-7	8	-11	1	21	-11
CN(Cc1ccccc1)C(=O)COC(=O)C12CC3CC(CC(Br)(C3)C1)C2	-7	-14	-1	0	-2	-28	-19	-11	19	-8	-5
O=C(CCc1nc2ccccc2c(=O)[nH]1)OCc1nnc(-c2ccccc2)o1	-9	-13	-5	-21	-14	-26	-16	2	-1	-26	6
Cc1c(Cl)cccc1-n1c(SCC(=O)N2CCC(C(=O)O)CC2)nnc1-c1ccncc1	-11	17	-9	-8	-4	21	-1	8	-3	10	-1
CC(Sc1nnc(CN2CCCC2)n1Cc1ccccc1)C(=O)Nc1ccccc1 (stereo not drawn)	6	-3	-9	-4	-2	0	7	66*	1	-11	7
CN(C(=O)CSc1ncnc2sccc12)C1CCCCC1	-5	-96	-16	-53	-8	-19	-18	-54	-2	-60	0
CCCCNC(=O)COC(=O)c1ccc(C)c(NC(=O)c2ccco2)c1	2	10	1	7	0	-10	2	-4	-3	-2	4
COCc1[nH][nH]c(=O)c1C=Nc1ccc(C(F)(F)F)cc1	3	14	7	11	1	-11	4	-2	-5	-3	-4
CCc1ccc(OCC(=O)NC2CCCCC2)c(Br)c1	4	-69	-29	-92	-2	-33	-41	-17	-22	-103	4
CC(C)(C)Nc1nc(Cl)nc(NCc2ccccc2)n1	-3	-12	3	-14	-5	-66	11	10	5	2	3
Cc1ccc2nc(SCC(=O)NNC(=O)c3ccccc3)[nH]c2c1	-18	-3	9	-14	2	12	-15	1	2	-7	-12
CCOC(=O)c1ccc(NC(=O)CSc2nncn2-c2cccnc2)cc1	12	-2	-3	34	-2	-17	8	-6	12	-18	2
COc1cscc1C(N)=O	1	5	-1	15	-15	-29	-11	-6	-6	12	.
CC1=C(C#N)C(Nc2ccc(C)cn2)(C(F)(F)F)C(=O)N1 (stereo not drawn)	-8	-12	0	16	-2	-2	18	7	2	-5	4
CC(=O)CCc1oc2ccc(C)cc2c1-c1ccc(C)o1	-2	7	1	1	-8	-2	-14	12	1	-4	-9
COc1ccc(C2NC(=S)NC(O)(C(F)(F)F)C2C(=O)c2cccs2)cc1 (stereo not drawn)	3	27	-7	-12	-7	4	-2	-23	-4	5	-142
O=C(Nc1ccc(-c2ccc3nncn3n2)cc1)C1CCCC1	28	-21	-2	-19	4	-37	-41	-11	-5	-22	9
Cc1nc(C)n(C(=O)N(c2ccccc2)c2ccccc2)n1	-2	2	-4	11	-9	-11	8	-11	4	-13	-2
O=C(Nc1ccc(N2CCN(C(=O)c3ccccc3)CC2)cc1)c1ccc([N+](=O)[O-])o1	70*	13	-19	49	14	15	12	9	1	4	2
C#CCOCCOCCOCCNc1nc(N2CCN(C(=O)[C@H](CCC(=O)O)n3cc([C@@H](N)CCCCN)nn3)CC2)nc(N2CCN(C(=O)[C@H](CCC(=O)O)n3cc([C@@H](N)CCCCN)nn3)CC2)n1	2	-13	0	-9	-5	15	-20	1	-6	12	-1
Nc1c(Cl)ncnc1NCCc1ccc(O)cc1	10	14	13	21	-3	22	47*	13	-1	27	1
O=C(c1nn2c(C(F)(F)F)cc(-c3cccs3)nc2c1Br)N1CCCc2ccccc21	17	5	-8	0	-3	-26	-10	11	-2	19	15
Cc1ccc(OCC(=O)N2N=C(c3ccncc3)CC2(O)C(F)(F)F)cc1C (stereo not drawn)	-23	23	0	-9	1	-10	-6	11	1	22	-9
O=C(Cc1ccc(-n2c(=O)c3ccccc3n(Cc3ccccc3F)c2=O)cc1)NCC1CCCO1 (stereo not drawn)	-6	-5	6	-12	-12	-18	10	7	-1	-9	-6
CN(C)S(=O)(=O)c1ccc(Cl)c(NC(=O)COC(=O)CNC(=O)c2ccco2)c1	0	-22	6	-2	-1	-15	-14	-1	-3	-3	7
S=C(N/N=C1\C2CN3CCN(C2)CC1(c1ccccc1)C3)Nc1ccccc1	-3	-25	3	2	2	-18	11	-1	-1	8	-4
CCCC(=O)N1CCCC1(C)C(=O)Nc1ccc2nc(C)ccc2c1 (stereo not drawn)	15	3	.	-9	-2	-32	1	1	-1	-8	.
COc1ccc(C(=O)CC(=O)C(=O)Nc2ccccc2C(F)(F)F)cc1	1	-17	13	3	-8	-11	13	11	9	-3	-13
Cc1ccc(OCC(=O)c2cc(C)n(Cc3cccs3)c2C)c([N+](=O)[O-])n1	17	37	35	14	-2	66*	61*	-11	-3	30	-13
CCN(CC)CCCN=C1N[C@@H](c2cccc(F)c2)C(C(=O)OC)=C(C)N1Cc1ccccc1	14	-9	-23	9	-11	-88	-6	1	-10	7	-2
CN(C)S(=O)(=O)N1CCC(Oc2ccc(C(=O)NCc3cnn(C)c3)cc2)CC1	10	4	5	-3	-7	2	12	-21	9	3	-6
CCC(NC(=O)c1ccccc1Br)c1ccccc1 (stereo not drawn)	-3	23	2	5	-9	-7	-1	-35	-6	3	1
CCOC(=O)Cn1nc(-c2ccccc2)c2cnc3ccc(CC)cc3c21	2	4	-4	16	-11	-7	-11	24	-2	-13	2
O=[N+]([O-])c1cc(C(F)(F)F)ccc1N1CCC(O)CC1	-6	-3	2	22	-8	11	2	4	1	-22	-14
Cn1c(=O)c2c(nc(OC/C=C/c3ccccc3)n2C)n(C)c1=O	3	9	-3	9	-9	-11	5	23	-4	4	-9
CCCCOc1ccc(C(=O)NNC(=S)NC(=O)CC)cc1	19	5	32	18	-14	.	.	-11	9	17	-11
COCCn1c(=O)c2ccccc2c2ccccc2c1=O	-5	15	7	-3	-11	-9	-16	-12	-4	3	-1
CN(C)c1ccc(-c2ccnc3c2CC(C)(C(=O)Nc2ccc4c(c2)OCO4)O3)cc1 (stereo not drawn)	-5	-26	.	-4	-12	-3	-6	-4	0	-1	.
Cc1ccc(C)c(NS(=O)(=O)c2csc(C(N)=O)c2)c1	-3	-6	0	8	2	-2	2	20	-13	2	-5
Cc1ccc(OCCC(=O)Nc2ccc(S(=O)(=O)Nc3nccs3)cc2)cc1	-1	12	6	-29	-6	19	-31	2	10	10	15
Cc1cccc(NS(=O)(=O)c2c(C)noc2C)c1	-5	6	1	-4	-1	-32	3	-5	2	-1	-7
More entries:
SMILES	TRAIL sens C8	NCOA3 inh	LMP1 NFkB inh	NR5A2 inv ag	NOD2-RIPK2 inh	NCOA2 inhibitor	COUP-TFII inh	TROY NFkB inh	Vif imaging	NCOA1 inh	TLR9-MyD88 inh
CC1CCN(C(=O)c2nc[nH]c2C(=O)N2CCC(C)CC2)CC1	-13	-8	-3	-1	-2	-18	-5	6	-1	0	5
COc1cc2c(cc1OC)CN(CCC(C)c1ccc(Cl)cc1)CC2 (stereo not drawn)	-1	11	4	4	5	16	24	10	-3	3	2
O=C(CN1C(=O)c2ccccc2C1=O)N1CCN=C1c1ccccc1	-2	13	-4	-5	-5	-2	-7	-20	5	6	-5
Cc1cc(=O)n2nc(N3CCCC3C(=O)Nc3ccc(C(C)C)cc3)sc2n1 (stereo not drawn)	5	10	6	2	-1	-25	11	-6	-3	8	-7
O=C(N/N=C/c1cccc(Oc2ccccc2)c1)c1ccccc1F	18	-18	-38	-28	2	-60	-25	-39	0	-10	1
COc1cccc(NS(=O)(=O)c2ccc3c(c2)n(C)c(=O)c(=O)n3C)c1	-12	5	4	-12	-2	-6	11	1	-2	4	2
O=C(O)c1ccc(CN2C[C@@H](CO)O[C@@H](n3cnc4c(Nc5ccccc5)ncnc43)C2)cc1	-7	9	.	-4	-10	-1	2	-24	16	-10	.
OC(COCc1ccccc1)COCc1ccccc1	-5	7	-1	14	-6	3	15	14	12	8	-7
COC(=O)c1nn(-c2ccccc2)c(Sc2ccc(Br)cc2)c1/C=N/O	-11	-6	4	-6	-3	19	7	15	40	7	-3
COc1ccc(OCc2n[nH]c(=S)n2-c2ccc(C)cc2)cc1	-4	10	0	-12	3	7	-3	-8	6	-17	6

Screening results (PubChem BioAssay)
